# NPYLR7 agonist – mosquito NPYLR7 agonism | HEK293T NPYLR7/Galpha15, GCaMP6s calcium fluorescence | activation, % at 10 µM | 0.15% of 270,000 active; in the data active means activation above about 40%;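 further: 0% = vehicle and 100% = reference agonist at the receptor; some compounds past the cut are filed as inactive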
# mcGAS inh – mouse cGAS inhibition by luminescence; Q8C6L5; recombinant cGAS, Kinase-Glo ATP depletion luminescence; inhibition, % at 12.5 µM; 0.15% of 160,000 active; AID 1259399;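 further: 0% = negative control wells and 100% = reference inhibitor with no enzyme activity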
# hcGAS inh – inhibitors of human cGAS. recombinant h-cGAS, ATP depletion, Kinase-Glo luminescence. inhibition, % at 12.5 µM. 0.081% of 290,000 active;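 further: 0% = vehicle reaction and 100% = reaction without DNA for no activity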
# Target sequence (Q8N884 whole entry, looked up): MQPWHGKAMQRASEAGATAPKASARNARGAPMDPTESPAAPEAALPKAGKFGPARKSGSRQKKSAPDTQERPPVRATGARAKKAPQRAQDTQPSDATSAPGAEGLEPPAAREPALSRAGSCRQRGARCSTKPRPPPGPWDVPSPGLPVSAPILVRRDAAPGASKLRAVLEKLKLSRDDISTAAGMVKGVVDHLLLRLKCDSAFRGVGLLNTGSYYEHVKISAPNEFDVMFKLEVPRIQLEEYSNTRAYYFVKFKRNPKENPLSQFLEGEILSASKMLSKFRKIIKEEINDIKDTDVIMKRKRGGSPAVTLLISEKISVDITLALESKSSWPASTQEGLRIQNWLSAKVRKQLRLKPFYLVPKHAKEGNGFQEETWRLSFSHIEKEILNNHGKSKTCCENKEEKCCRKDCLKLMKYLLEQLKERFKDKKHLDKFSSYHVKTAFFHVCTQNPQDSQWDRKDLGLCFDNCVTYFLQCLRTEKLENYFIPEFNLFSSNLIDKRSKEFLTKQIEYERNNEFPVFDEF
# Numbers without * were called inactive; / = no result given; & = joins results of further samples. Unless noted, no stated cut-off is given here; in the data, active means inhibition above about 40%; inactive means the rest.
SMILES,NPYLR7 agonist,mcGAS inh,hcGAS inh
O=C(NCC1CCCN(Cc2nc(-c3ccccc3)cs2)C1)c1ccco1 (stereo not drawn),12.6,-7.6,-2.0
CC(=O)Nc1nc2c(s1)C(=O)CC(C)(C)C2,-7.9,/,-3.7
S=c1[nH]c2ccccc2n1Cc1ccc(Cl)cc1Cl,0.5,/,10.6
OCc1csc(COc2ccc(Cl)cc2CNCCN2CCOCC2)n1,19.0,/,-4.8
OCCN(C=NC1=NN(c2cccc(C(F)(F)F)c2)CC1)CCO,-4.8,-1.2,2.4
C=CCNCc1cccn1Cc1cccc(F)c1,-8.5,-5.4,-6.4
COc1ncccc1C(=O)NCCC(=O)Nc1cccc(C)c1,6.3,/,-8.9
CCOC(=O)c1ccc(S(=O)(=O)N2CCN(c3nccs3)CC2)cc1,2.0,-18.8,5.2
CC(C)Nc1ccc(C(=O)NCCc2ccccn2)cn1,-1.2,2.3,1.7
N#Cc1cc(S(N)(=O)=O)ccc1NCc1ccc(F)c(Cl)c1,-6.0,-18.0,-9.0
COc1cccc(C(=O)N2CCCC(N3CCN(c4cccc(C(F)(F)F)c4)CC3)C2)c1 (stereo not drawn),0.4,/,-7.3
Cc1cc(NC(=O)CSc2nc3cc(Cl)ccc3c(=O)n2CC(C)C)no1,3.0,/,-6.0
CCNC(=O)N(C1CC1)C1CCOC2(CCN(C(=O)c3sc(C)nc3C)CC2)C1 (stereo not drawn),/,-0.8,-0.6
CCOCCCN(CC(=O)c1c(C)c(C(=O)OCC)n(CC)c1C)S(=O)(=O)c1c(C)cc(C)cc1C,-5.9,-1.8,-0.4
CCOC(=O)c1[nH]nc(-c2ccc(C)cc2)c1C,-1.3,/,4.3
c1ccc2c(c1)COC1(CCCCC1)N2,-3.0,/,-9.4
NC(Cc1ccc(Cl)cc1)c1csc(Nc2cc(NCCCO)ncn2)n1 (stereo not drawn),-12.1,-6.4,-2.3
COc1c(C)cnc(CN(C)C(=O)c2cnn3cc(C)cnc23)c1C,14.7,/,-8.0
COc1cc(-c2nc3ccccn3c2NC2CCCCC2)ccc1OC(=O)c1ccc(C)cc1,11.9,-7.1,-4.9
O=C(O)c1cccnc1Sc1ccc2c(c1)OCCO2,-0.2,0.8,-0.6
Cn1ccnc1-c1ccc(NCc2cn3c(n2)SCC3)nn1,6.0,-10.3,-8.4
O=C1NCC2(CCCN(c3ncnc4c3CCC4)CC2)O1 (stereo not drawn),4.3,/,-4.8
COc1cc2c(cc1OC)CN(C1CCCN(Cc3ccc(C#CCCO)cc3)C1)CC2 (stereo not drawn),9.0&2.5,/,-11.5&-9.9
Cc1ccsc1C1NC(C(=O)O)CS1 (stereo not drawn),0.5,/,-1.1
O=C(OCc1nc(C(=O)NCCc2ccccn2)cs1)c1ccccc1,11.7,-4.3,-1.0

# 3 compounds drawn at random from the list so far:
SMILES,NPYLR7 agonist,mcGAS inh,hcGAS inh
COc1cc(-c2nc3ccccn3c2NC2CCCCC2)ccc1OC(=O)c1ccc(C)cc1,11.9,-7.1,-4.9
CC(=O)Nc1nc2c(s1)C(=O)CC(C)(C)C2,-7.9,/,-3.7
Cn1ccnc1-c1ccc(NCc2cn3c(n2)SCC3)nn1,6.0,-10.3,-8.4

# More entries.
SMILES,NPYLR7 agonist,mcGAS inh,hcGAS inh
Cc1n[nH]c(C)c1CCNCc1cn(C)nc1-c1ccc(C2CCCCC2)cc1,10.7,-10.7,-10.2
COc1cc(Br)c(C=C(C#N)c2nc3ccccc3[nH]2)cc1OC,0.5,-6.6,-5.5
CC(c1ccc(S(N)(=O)=O)cc1)N(C)S(=O)(=O)c1ccc(Br)s1 (stereo not drawn),19.6,-7.1,-10.5
CN(C)CC1CCCCN1C(=O)c1cc(C2CC2)n(C(C)(C)C)n1 (stereo not drawn),4.8,/,-3.1
CS(=O)CC(NC(=O)c1ccncc1F)c1ccccc1 (stereo not drawn),9.9,-7.4,-9.3
CCOC(=O)C1=C[C@]2(CC)CCCN3CCc4c(n1c1ccccc41)[C@@H]32,-4.6&-2.4&3.7,-4.4&-4.1,-2.0&-4.0&7.1
O=C(C1CCCC1)N1CCCC(OCc2ccc(F)cc2F)C1 (stereo not drawn),-1.9,2.0,1.9
CCC(NC(=O)/C=C/c1ccco1)c1nc(C)cs1 (stereo not drawn),4.0,/,-5.7
CS(=O)(=O)CCSCc1coc(-c2ccc(F)c(F)c2)n1,9.6,/,-6.5
Cc1ccn(-c2ccccc2CN)n1,18.0,/,-11.0
Cc1ccc(C2C(C(=O)c3ccco3)=C(O)C(=O)N2CCN(C)C)o1 (stereo not drawn),9.2&-0.5,/,-9.9&-5.3
CC(C)c1csc(C2CCCN(C(=O)c3ccc4n[nH]c(=O)n4c3)C2)n1 (stereo not drawn),7.1,/,-5.3
CCOC(=O)C1C(=O)CC(C)(O)C(C(=O)OCC)C1c1ccc(OC)cc1 (stereo not drawn),-0.7,/,-5.0
Cc1ccc(C2=NN(C(=O)CN3CCC4(CC3)OCCO4)C(c3ccccc3F)C2)cc1C (stereo not drawn),7.0,-2.1,-3.9
COc1ccc(C(=O)N2CCC(c3nn(C)c(=O)n3-c3ccccc3)CC2)o1,2.7,/,-5.0
CCOCCn1ccc2c(NC(=O)C3CCC3)c(OC(=O)N(CC)CC)ccc21,-0.6,-8.1,-8.0
Nc1cc(=O)nc(SCC(=O)N2CCN(c3ccccc3)CC2)n1-c1cccc(C(F)(F)F)c1,0.1,-5.5,-4.0
COC(=O)C1=C(C)N=C2SC=C(CC(=O)N3CCCCC3C)N2C1c1ccsc1 (stereo not drawn),/,1.2,0.7
COC(=O)c1ccc(CNC(=O)CC(NC(C)=O)c2ccc(C)cc2)cc1 (stereo not drawn),3.2,/,-2.9
CCOC(=O)NC(NC(=O)OCC)c1ccccc1Cl,2.5,/,-4.0
Cc1cc(C)n(-c2cc(NCCNC(=O)COc3ccc(Cl)cc3Cl)ncn2)n1,-5.2,-9.3,-3.7
O=C1CCSc2ccc(S(=O)(=O)N3CCOC(C(F)(F)F)C3)cc2N1 (stereo not drawn),/,-13.0,-3.4
CC(C)N1CCC(N2CCc3c(c(C(=O)N4CCOCC4)nn3CCc3ccccc3)C2)CC1,15.5,2.1,-2.6
CCN(CC)c1ncccc1CNC(=O)c1ccc(C)cc1O,-2.9,/,-2.6
O=C(NC1CC(=O)N(Cc2cccc(F)c2)C1)C1CCCCCC1 (stereo not drawn),4.8,/,-6.6

# Overlap with the part before: 5 compounds; new compounds follow.
SMILES,NPYLR7 agonist,mcGAS inh,hcGAS inh
Cc1cc(C)n(-c2cc(NCCNC(=O)COc3ccc(Cl)cc3Cl)ncn2)n1,-5.2,-9.3,-3.7
O=C1CCSc2ccc(S(=O)(=O)N3CCOC(C(F)(F)F)C3)cc2N1 (stereo not drawn),/,-13.0,-3.4
CC(C)N1CCC(N2CCc3c(c(C(=O)N4CCOCC4)nn3CCc3ccccc3)C2)CC1,15.5,2.1,-2.6
CCN(CC)c1ncccc1CNC(=O)c1ccc(C)cc1O,-2.9,/,-2.6
O=C(NC1CC(=O)N(Cc2cccc(F)c2)C1)C1CCCCCC1 (stereo not drawn),4.8,/,-6.6
COc1ccc(CCN(C)c2cc(Oc3ccc(F)cc3C)ncn2)cc1OC,9.0,-6.8,-8.2
Cc1ccccc1S(=O)(=O)NC(=O)C1(C)CCN1C(=O)C1(c2ccccc2)CC1 (stereo not drawn),4.9,/,-12.1
COc1ccc(/C=C2\N=C(c3ccc(Br)o3)OC2=O)cc1,-5.7,-0.8,0.8
COc1cc(=O)n(-c2ccccc2C)nc1C(=O)Nc1ccccc1O,7.9,/,-4.6
COC(=O)C1=C(C)N=c2s/c(=C/c3ccc(Cl)cc3Cl)c(=O)n2C1c1ccccc1 (stereo not drawn),-4.4,-2.3,-1.5
Cc1cc(C)c2c(c1)OC(N1CCOCC1)C(C)(C)C2O (stereo not drawn),2.7,/,-6.3
Cc1ccc2[nH]cc(-c3cnc(N)cn3)c2c1,10.5,-16.4,-1.0
O=C(NCc1cccnc1)c1coc(CN(CCc2c[nH]c3ccccc23)Cc2cccc(Cl)c2Cl)n1,27.0,-3.0,-4.0
CC(=O)OC1CC(C)(C)N(OC(=O)c2ccc(N)cc2)C(C)(C)C1,-0.2,-0.4,0.7
Cc1cccnc1[C@H](C)Nc1ncnc2c1CCN(C(=O)c1cccnc1)C2,11.2,/,-10.6
Cc1cccc(C)c1Oc1ccccc1NCc1c(C)noc1C,15.0,-13.8,-5.3
O=C(CN(CC1CCCO1)C(=O)c1cccc([N+](=O)[O-])c1)N(Cc1ccc2c(c1)OCO2)Cc1ccco1 (stereo not drawn),-1.9,-7.0,-15.8
CCNC(=S)N1CCC(C(NS(=O)(=O)c2ccccc2)C(=O)NCc2ccc(F)cc2)CC1 (stereo not drawn),-2.4,-2.7,-0.3
COCCNC(=O)c1cccnc1NC(C)C,5.8,-3.2,-1.5
C=CCSc1nnc(N)s1,3.1&13.0,/,-1.4&-2.9
CCCCCOC1CN(C(=O)c2ccc(NC(=O)C3CC3)s2)C1,-10.2,-1.8,1.8
COc1ccc(CCN2C3CCC2CC(NC(=O)C24CC[C@@](C)(C(=O)O2)C4(C)C)C3)cc1OC (stereo partly drawn),3.8,-2.6,-2.5
Cn1c(NCC2CCCc3ccccc32)c(C#N)c(=O)n(C)c1=O (stereo not drawn),0.6,/,-0.2
Cc1cc(C(=O)NNC(=O)c2nn(-c3ccccc3)c(C)cc2=O)c(C)o1,1.2,-8.5,-10.3
Cc1ccccc1C(NC(=O)c1cn[nH]n1)c1ccncc1 (stereo not drawn),-2.7,/,-7.2
CCCC(Sc1nnc(-c2ccco2)n1-c1cccc(C(F)(F)F)c1)C(=O)OCC (stereo not drawn),-1.5,-3.4,-2.5
O=C(NNC(=O)c1cc(-c2ccccc2)no1)c1ccco1,7.7,/,-5.1
CCOc1ccc(C(C)(C)C)cc1S(=O)(=O)Nc1ccccn1,0.7,-6.1,-2.5
COC(=O)c1[nH]c(C)c(C(=O)CN(CCc2ccccn2)C(=O)C2CC2)c1C,/,-3.8,-2.7
COCCCN(CC(=O)N(Cc1ccccc1)Cc1ccco1)C(=O)Nc1ccc(C)cc1C,-3.1,1.6,6.6

# Additional records follow:
SMILES,NPYLR7 agonist,mcGAS inh,hcGAS inh
CCCCc1ccc(S(=O)(=O)NC(=O)C2(C)CCN2C(=O)c2cccc(F)c2)cc1 (stereo not drawn),-2.2,/,-12.3
Cn1c(=O)c2[nH]c(CN3CCN(CCO)CC3)nc2n(C)c1=O,0.5,-8.3,-3.8
CCCCCC(=O)N(CCC)CC(=O)NCC(=O)Nc1ccccc1,3.6,-2.6,-2.5
Cc1cc(-c2c(-c3ccccc3)ncn2Cc2ccc(CO)cc2)n[nH]1,3.4,/,-6.5
Cc1ncc(C)c(-c2cccc3ccsc23)n1,-1.2,/,-1.1
CCSc1ccccc1C(=O)Nc1cc(-c2ccco2)nn1-c1nc(C)c(C)c(=O)[nH]1,-0.5,/,-5.1
OCCC1CN(Cc2cnc(-c3ccccc3)s2)CCN1Cc1ccccc1F (stereo not drawn),-4.8,/,-8.0
Cc1n[nH]c(C)c1Sc1ccccc1NC(=O)CC1CCC(=O)N1 (stereo not drawn),5.6,-7.9,-2.5
CC(C)C(=O)Nc1cccnc1-c1cccc2c1CCNC2,-0.4,/,-5.2
C=CCNC(=O)C1CC(=O)N(C2CCCCC2)C1 (stereo not drawn),10.8,/,-3.6
CC(=O)c1cc(CN2CC[C@@H](N3CCN(c4ccccn4)CC3)[C@H](O)C2)cs1,-2.9,-10.2,-7.6
O=C(c1cnccn1)N(Cc1ccccc1)[C@H]1C[C@H]2CCOC[C@@]2(c2ccccc2)C1,4.5,-4.4,-3.0
O=[N+]([O-])c1ccc(N2CCOCC2)cn1,-0.3,/,-2.4
CC(C)(C)c1ccc(O)c(NC(=O)C2CCN(C(=O)c3ccc(F)cc3)CC2)c1,3.0,/,-1.0
CCCc1nc(CN(CC)C(=O)c2cc(C)nc3c(C)cccc23)no1,0.2,-9.9,-4.8
Cc1nn(-c2ccccc2)nc1C(=O)Nc1cccc(S(C)(=O)=O)c1,2.8,/,8.7
Cc1cc(S(=O)(=O)N2CCCCC2CCNC(=O)C(=O)NCCc2ccco2)ccc1F (stereo not drawn),5.1,/,-8.3
C=CCNC(=O)N1C[C@@H](C(=O)OCC)[C@@H]2Oc3ccc(Cl)cc3[C@@H]21,-0.9,-5.6,2.9
O=C(Nc1cc(C(F)(F)F)ccc1Cl)c1cc2ccc(O)cc2oc1=O,-6.1,-6.0,-6.3
CC(Sc1n[nH]c(CC2CCCC2)n1)C(=O)Nc1ccc(S(=O)(=O)N2CCOCC2)cc1 (stereo not drawn),3.6,/,-2.8
CSc1nc(N)nc(SCc2ccc(Cl)c(Cl)c2)c1C#N,-2.8,-1.9,-1.2
Fc1cccc(-c2cnn3c(NCc4ccc5c(c4)OCO5)ccnc23)c1,-1.3,-2.4,-3.7
CCC1=NN=C(c2ccc(F)cc2)C(c2c(C)[nH]c3ccccc23)N1O (stereo not drawn),3.0,/,4.3
COc1ccc(N2CCN(C(=O)c3cc(-c4cccc(OC)c4)nn3-c3ccc(Cl)c(Cl)c3)CC2)cc1,-3.3,-3.8,-2.9
NCC1CN(Cc2ccccc2Cn2cccn2)CCO1 (stereo not drawn),-0.8,/,-3.3

# No enrichment for hits; any-hit rate near 0.29%.
